S3 lipid droplet: qHTS Assay for Lipid Storage Modulators in Drosophila S3 Cells | Potency in µM for hits, for the others lipid storage change, negative = inhibition, % at the top dose, mostly 46.1 µM | Drosophila S3 cells, BODIPY lipid droplet fluorescence, 18-24 h; cells fed with added oleic acid | AID 2685 | 320,000 compounds, 0.64% hits; active means well fitted inhibition curve with a large enough effect in the signal ratio, with a control signal flat, not every such curve was filed as active; inconclusive means small, poorly fitted or top-dose-only effect, or effect the other way, or a change in a side signal; the % refers to the signal ratio
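Laser-scanning cytometry quantifies lipid droplet accumulation (500–530 nm total intensity; droplet/cell object ratio) in oleic acid-fed (400 uM added) Drosophila S3 cells treated with a concentration series. 20 uM Triacsin C defined 100% inhibition.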
S3 lipid droplet cell count max: also measured in S3 lipid droplet; calls as there; cell number change, %; measured here: cell count max response;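 cells counted by Cell Tracker Red CMTPX staining in the red channel; peak over a dose series mostly up to 46.1 µM; percent activity relative to internal control wells on each plate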
Starred values were filed as active, the others as inactive; i = inactive; u = inconclusive; x = not tested or not shown; & = joins results of further samples; [ ] = remark or other dose. On the % scale 0 is the no-effect control and ±100 the full control effect; potency means the concentration at half of the fitted maximal effect. An excerpt; rates above refer to the full screens.

# | mol | S3 lipid droplet | S3 lipid droplet cell count max
1 | CCc1nnc(NC(=O)C2Cc3ccccc3C(=O)O2)s1 (stereo not given) | 6% | 16
2 | CCOC(=O)/C(C(C)=O)=C1\OC(=O)c2ccccc21 | -4% | -4
3 | Cn1c(=O)n(Cc2ccccc2)c2ccccc21 | i | 7
4 | COc1cc(OC)c(NC2c3ccccc3C(=O)N2c2cc(C)ccn2)cc1Cl (stereo not given) | 9% | 7
5 | Cc1cccc(NC(=S)NCC2CCCO2)c1 (stereo not given) | u | x
6 | CC(=O)N1N=C(c2cccc([N+](=O)[O-])c2)OC1c1ccc(Br)cc1 (stereo not given) | 7% | 8
7 | COC(=O)c1c(N=CN(C)C)c(C#N)c2n1CCCC2 | u | x
8 | Cc1nc(N2CCOCC2)nc(Oc2ccccc2)c1[N+](=O)[O-] | 9% | 15
9 | O=C(c1ccco1)N(Cc1ccc2c(c1)OCO2)Cc1cc2cc3c(cc2[nH]c1=O)OCO3 | -11% | 2
10 | CCOC(=O)Cn1nc(-c2ccc(Cl)cc2)ccc1=O | u | x
11 | CCCCN(C)Cc1c(C(=O)N2CCc3ccccc3C2)nc2ccc(Cl)cn12 | u | x
12 | COc1ccccc1CCNC(=O)C1CCC(=O)N(C2CCCCCC2)C1 (stereo not given) | 12% | 10
13 | COc1ccc(-c2c[n+]3c4n2CCCCC4=C(c2ccc(Br)cc2)C3)cc1 | u | x
14 | CN(C)C(=O)c1c(C(F)(F)F)nn(C)c1Cl | u | x
15 | CCOC(=O)C1=C(N)n2c(s/c(=C\c3ccco3)c2=O)=C(C(=O)OCC)C1c1ccco1 (stereo not given) | -22% | -16
16 | COc1cnn(-c2ccc(C)cc2)c(=O)c1Br | u | x
17 | CC1CCN(c2ccc(NC(=O)C3CCCN3S(=O)(=O)c3ccc(F)cc3)cc2)CC1 (stereo not given) | u | x
18 | CCCCOc1ccc(C(NC(=O)OCC)NC(=O)OCC)cc1 | u | x
19 | COc1cc2c(C#N)c(N3CCN(C)CC3)nc(N)c2c(N)n1 | i | 17
20 | CC1(C)CC(O)C(C(O)c2cccc([N+](=O)[O-])c2)C(C)(C)N1 (stereo not given) | u | x
21 | C=CCN1C=C/C(=C\C=C(C#N)C#N)c2ccccc21 | u | x
22 | O=C1CN(CC(=O)NC(=O)NCc2ccccc2)CCN1 | u | x
23 | CCOCCCNC(=S)N1C2CCC1CC(NC(=O)Nc1ccc(C(=O)OCC)cc1)C2 (stereo not given) | -9% | -8
24 | CC1CCC(C(C)C)C(OCC(O)CN2CCOCC2)C1 (stereo not given) | 28% | 13
25 | COc1ccc(OC)c(C(=O)N2CCC(CCC(=O)NC3CC3)CC2)c1 | u | x
26 | COC(=O)C1=C(C)Nc2ncnn2C1c1ccc(OCc2ccccc2)cc1 (stereo not given) | u | x
27 | Cc1n[nH]c(=O)c2c(NC(=O)COC(=O)c3cc(F)cc(F)c3)oc(C)c12 | u | x
28 | O=C(Nc1ccc(F)c(F)c1)c1ccc(F)c(S(=O)(=O)N2CCC3(CC2)OCCO3)c1 | 6% | -14
29 | Cc1nc(-c2nnc(SCC(=O)Nc3cc(C(F)(F)F)cc(C(F)(F)F)c3)n2C)cs1 | u | x
30 | O=C(COc1ccc2c(C(F)(F)F)cc(=O)oc2c1)NCc1cccs1 | u | x
31 | CS(=O)(=O)N(CC(=O)Nc1ccccc1C(=O)N1CCOCC1)c1cccc(F)c1 | -3% | 3
32 | O=C(NC(c1ccccc1)c1ccccc1)N1CCN(CCO)CC1 | u | x
33 | Cc1cc(NC(=O)CCOc2ccc(F)cc2)no1 | -1% | -3
34 | COc1cc2c(cc1OC)[C@H](Cc1ccc(O)cc1)NCC2 | 3% | 5
35 | Cc1c(NC(=O)C2(C)CCCCC2)c(=O)n(-c2ccccc2)n1C | u | x
36 | CCn1c(SCC(=O)O)nc2sc3c(c2c1=O)CCC3 | -6% | 10
37 | COC(=O)CNC(=O)COC(=O)c1ccc(OC)c([N+](=O)[O-])c1 | 14% | 5
38 | COc1ccc(C(=O)Nc2nnc(S(=O)(=O)N(C)Cc3ccccc3)s2)cc1 | -10% | 1
39 | O=C(OCn1nnc2ccccc2c1=O)c1cccnc1 | u | x
40 | COC(=O)c1cc(C)cc(=O)o1 | 8% | 7
41 | COc1ccccc1N1CCN(C(=O)Cn2cnc3c2c(=O)n(C)c(=O)n3C)CC1 | 5% | 4
42 | O=C(NN=C1C2CC3CC(C2)CC1C3)c1cccc(S(=O)(=O)N2CCOCC2)c1 | u | x
43 | CCN(CC)c1nc(-c2ccccn2)nc(-c2ccccc2)c1C#N | u | x
44 | CCO[C@@H]1OC(C(=O)N2CCCCCCC2)=C[C@H](C2CCCCC2)[C@H]1CCCO | -30% | -14
45 | CC(CN1CCOCC1)OC(=O)c1ccc(C(C)(C)C)cc1 (stereo not given) | u | x
46 | Cc1ccc(CC2C(=O)N(c3cc(C)ccc3C)C(=O)C2C)cc1 (stereo not given) | 12% | 0
47 | COc1ccc(N2CCN(C(=O)c3cc4c(-c5ccc(Cl)cc5)nn(C)c4s3)CC2)cc1 | u | x
48 | COc1cc(NC(=O)CN(C)S(=O)(=O)c2ccc3c(c2)CCC(=O)N3)cc(OC)c1 | -2% | -7
49 | O=C(O)C1CCCN1C(=O)OCc1ccccc1 (stereo not given) | -5% | 12
50 | Cc1ccc(-c2nnc(SCC(=O)Nc3nccs3)n2N)cc1 | -8% | -15

The results go on:
# | mol | S3 lipid droplet | S3 lipid droplet cell count max
51 | COc1cccc(C2C=C(Nc3ccccc3)C(=O)N2c2ccccc2)c1 (stereo not given) | 20% | x
52 | O=C(Nc1ccccc1)N1CC=C(c2ccc(F)cc2)CC1 | u | x
53 | O=C(CC1(O)C(=O)N(Cc2cccc3ccccc23)c2ccccc21)c1cccnc1 (stereo not given) | i | x
54 | Cc1ccc(OCCCN2CCOCC2)c([N+](=O)[O-])c1 | u | x
55 | Cc1onc(-c2ccccc2Cl)c1C(=O)N1CCN(c2ccccc2)CC1 | u | x
56 | CCN(CC)c1nc(Oc2ccc(C(=O)OC)cc2)nc(N2CCOCC2)n1 | u | x
57 | CC(=O)Nc1cc(-c2nn(C)c(=O)c3ccccc23)ccc1N1CCCCC1 | u | x
58 | O=C(CC(NS(=O)(=O)c1ccc(Cl)cc1)c1ccco1)NCc1ccco1 (stereo not given) | u | x
59 | CCNC(=O)CN(c1ccccc1OC)S(=O)(=O)c1cccs1 | u | x
60 | Cc1ccc(S(=O)(=O)Nc2cccc(-c3ccc4nncn4n3)c2)cc1 | -1%[0.0737 µM] | x
61 | O=[N+]([O-])c1cccc2c1ccc1ncccc12 | 8% | 19
62 | O=C(NCCCN1CCCCC1)c1ccc2c(=O)n(CCc3ccccc3)c(=O)[nH]c2c1 | u | x
63 | COc1ccc(CNC(=O)C2CCC(CNS(=O)(=O)c3ccccc3)CC2)cc1 (stereo not given) | u | x
64 | Cc1ccc2oc(C(=O)N3CCN(Cc4nccn4C)CC3)c(C)c2c1 | i | 24
65 | CC1(C)Cc2c(cnn2-c2ccccc2)C(NC(=O)CCc2ccc(=O)[nH]n2)C1 (stereo not given) | -3% | 21
66 | CCc1cc(=O)oc2cc(OCc3nn[nH]n3)ccc12 | u | x
67 | CCCCC/C=N\NC(=O)Cc1ccc([N+](=O)[O-])cc1 | 20% | -5
68 | CCOC(=O)c1c(NC(=S)NCC2CCCO2)sc(C)c1C (stereo not given) | u | x
69 | N[C@H](CSCc1ccccc1)C(=O)Nc1ccc([N+](=O)[O-])cc1 | u | x
70 | CC(NC(=O)COC(=O)/C=C/c1ccco1)c1ccccc1 (stereo not given) | 15% | -25
71 | COC(=O)c1ccc(NC(=O)CN2CCN(c3ccccn3)CC2)cc1 | -6% | 29
72 | Cc1csc(NC(=O)CCCNC(=O)c2ccc(Cl)cc2)n1 | u | x
73 | O=Cc1ccc(-c2cc(Cl)ccc2Cl)[nH]1 | 13% | 1
74 | O=[N+]([O-])/C(C(Cl)=C(Cl)Cl)=C(\Nc1ccc(F)cc1)n1cncn1 | u | x
75 | CSCc1ccc(C(=O)NC2CC(C)(C)Cc3c2cnn3-c2ccc(F)cc2)o1 (stereo not given) | 26µM* | -25*

One compound at a time, as listed above. Order of values: S3 lipid droplet | S3 lipid droplet cell count max
CC(CN1CCOCC1)OC(=O)c1ccc(C(C)(C)C)cc1 (stereo not given) is listed as u | x
Cc1c(NC(=O)C2(C)CCCCC2)c(=O)n(-c2ccccc2)n1C is listed as u | x
CCCCN(C)Cc1c(C(=O)N2CCc3ccccc3C2)nc2ccc(Cl)cn12 is listed as u | x
CCOCCCNC(=S)N1C2CCC1CC(NC(=O)Nc1ccc(C(=O)OCC)cc1)C2 (stereo not given) is listed as -9% | -8
O=C(COc1ccc2c(C(F)(F)F)cc(=O)oc2c1)NCc1cccs1 is listed as u | x

An excerpt from above in order of the S3 lipid droplet value, low to high:
# | mol | S3 lipid droplet | S3 lipid droplet cell count max
71 | COC(=O)c1ccc(NC(=O)CN2CCN(c3ccccn3)CC2)cc1 | -6% | 29
65 | CC1(C)Cc2c(cnn2-c2ccccc2)C(NC(=O)CCc2ccc(=O)[nH]n2)C1 (stereo not given) | -3% | 21
61 | O=[N+]([O-])c1cccc2c1ccc1ncccc12 | 8% | 19
51 | COc1cccc(C2C=C(Nc3ccccc3)C(=O)N2c2ccccc2)c1 (stereo not given) | 20% | x

The list continues.
# | mol | S3 lipid droplet | S3 lipid droplet cell count max
76 | CCOC(=O)c1c(NCCN(C)C)c2ccccc2[nH]c1=O | -14% | 13
77 | COC(=O)C1CCN(C(=O)Cn2nnc(-c3ccccc3)n2)CC1 | 23% | 6
78 | Cc1cccc2c1N(C(=O)CN1C(=O)c3ccccc3C1=O)C(C)(C)c1ssc(=S)c1-2 | u | x
79 | COc1ccc2c(c1)c(=O)c(C(=O)c1ccc(Cl)cc1)cn2CC(=O)Nc1ccc(F)cc1 | u | x
80 | O=C(Cc1cc(=O)[nH][nH]1)N/N=C/c1c(Cl)cccc1Cl | 12%&14% | 5&11
81 | Cc1ccc(OCC(=O)Nc2ccc(S(=O)(=O)Nc3ccccn3)cc2)cc1C | u | x
82 | CC1CC(C)CN(C(=O)CSc2nnc(-c3ccco3)o2)C1 (stereo not given) | i | 25
83 | CCOC(=O)C1CCCN(C2CC(=O)N(c3ccc(C(C)C)cc3)C2=O)C1 (stereo not given) | -14% | 16
84 | O=C(N/N=C/c1cccc(OC(=O)c2cccc(Br)c2)c1)c1cccnc1 | u | x
85 | O=C(Nc1ccccc1O)c1ccc(NC(=O)C2CC2)cc1 | -4% | -5
86 | Clc1ccc2oc(SCc3cccnc3)nc2c1 | 15% | 1
87 | Cc1ccc2c(c1)C(=O)c1ccccc1CS2=O (stereo not given) | -2% | 29
88 | O=C(CN1C(=O)CSc2ccc(S(=O)(=O)N3CCCCC3)cc21)NCc1cccnc1 | 5% | x
89 | CN(C)c1ccc(P(=O)(OCc2ccccc2)C(O)c2ccccc2)cc1 (stereo not given) | -17% | -17
90 | CCOC(=O)c1cnc(SCC(=O)Nc2nnc(CC)s2)nc1N | u | x
91 | C=C(C)COc1ccc(-c2n[nH]c(C)c2-c2ccccc2)c(O)c1 | u | x
92 | NC(=O)COC(=O)/C=C/c1ccc2ccccc2n1 | u | x
93 | CC(=O)c1c(NC(=O)c2ccccc2)[nH]c(-c2ccccc2)nc1=S | -10% | -8
94 | O=C(Nc1ccncc1)Nc1cc(Cl)ccc1Cl | u | x
95 | O=C(C[n+]1ccc(-c2nnc3n2CCC3)cc1)c1ccc(Cl)c(Cl)c1 | -7% | -4
96 | O=[N+]([O-])c1cc(S(=O)(=O)NC2=NCCCCC2)ccc1NCC1CCCCC1 | 5% | -4
97 | COc1ccc(C(=O)COc2ncnc3cc(Cl)ccc23)cc1 | 3% | 17
98 | N#C/C(=C\c1ccncc1)c1nc2c(s1)CCCC2 | u | x
99 | CCOc1ccc(C(=O)NNC(=O)CN2C(=O)NC3(CCCC3)C2=O)cc1 | u | x
100 | COc1cccc(C(=O)NC2CCN(CC(=O)NCc3ccccc3OC)CC2)c1 | 15% | -2
101 | CCOC(=O)CC1COc2ccccc2N1C(=O)c1cccc([N+](=O)[O-])c1 (stereo not given) | 4% | 13
102 | CSc1cccc(NC(=O)CSc2ccccc2)c1 | i | -5
103 | COCCNC(=O)Cn1c(=O)n(CCCCCC(=O)NCc2ccc3c(c2)OCO3)c(=O)c2sccc21 | u | x
104 | O=C(N/N=C/c1ccco1)c1cccc(NC(=O)c2ccccc2Cl)c1 | u | x
105 | CCN1CCN(CCC(=O)Nc2cccc(OC)c2)CC1 | -2% | -1
106 | S=C(NC1CC2CCC1C2)N1CCN(c2cccc(Cl)c2)CC1 (stereo not given) | u | x
107 | O=C(CCCl)Nc1nc2c(s1)CCc1ccccc1-2 | u | x
108 | COc1ccc(NS(=O)(=O)c2ccc(O)c(C(=O)OCC(=O)N3CC(C)OC(C)C3)c2)cc1 (stereo not given) | 22% | -7
109 | CCOC(=O)c1sc2nc(C)nc(Nc3ccccc3)c2c1C | 2% | -3
110 | COc1ccc(NC(=S)N2CCCC(c3nc4ccc(C)cc4[nH]3)C2)c(OC)c1 (stereo not given) | 14% | -6
111 | CNC(=O)Nc1ccc(S(N)(=O)=O)cc1 | 7% | -5
112 | CC(C)CN(CC(C)C)CC(O)COc1ccc([N+](=O)[O-])cc1 (stereo not given) | u | x
